# A-T KAP1 phos = candidate therapy for ataxia-telangiectasia; […] A-T fibroblasts, KAP-1 phosphorylation AlphaLISA; neocarzinostatin DNA damage 30 min before lysis; 320,000 tested, 0.19% active; AID 485349; Potency, µM (series often up to 57.5 µM), for inactives: at the top dose activation, hits mostly activators; further: potency means the concentration at half of the fitted maximal effect; % of control where 0% means no effect; nearly all actives have a fitted effect of over 45% in size
#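 ATM-like activity read as KAP-1 phosphorylation via AlphaLISA donor/acceptor antibody pairs after lysis and 6 hr at 25C. Cells were ATM-null patient fibroblasts ([…], hTERT), dosed 60 min, then exposed to the DSB inducer NCS for 30 min.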
# a7 integrin act = activators of alpha7 integrin expression for muscular dystrophy | alpha7betagal myoblasts, beta-gal FDG fluorescence, 48 h | Potency, µM (series often up to 38.3 µM), for the others: at the top dose activation, most hits filed as activators | 350,000 tested, 0.064% active;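 further: potency means the concentration at half of the fitted maximal effect; 100% = response of the positive control SU9516; nearly all actives have a fitted effect of over 60% in size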
#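 alpha7betagal+/- myoblasts (passage 13, 250/well) treated 48 h at 37C with compounds at 1:260 dilution of DMSO stock. Lysed, then beta-galactosidase activity read as FDG fluorescence (ex 480/em 540) after 30 min, with pre-read for autofluorescence.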
# TCR act = activators of T cell receptors. primary human leukocytes, anti-CD3, IL-2 HTRF, 48 h. Potency, µM (titrated, usually from 9.22 µM), for the others: at the top dose activation of IL-2 secretion, hits mostly activators. 330,000 tested, under 10 active. AID 504894; further: % of control where 0% means no effect
#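 Primary human leukocytes were stimulated with a-CD3 beads plus compounds for 48 hr without co-stimulation; secreted IL-2 was quantified by HTRF using a-IL-2-K (europium cryptate) and a-IL-2-d2, excited at 320nm with acceptor emission read at 665nm.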
# TSHR antagonist = antagonists of human thyroid stimulating hormone receptor | activity change, negative = inhibition, % at 11.5 µM | P16473 | 330,000 tested, 0.2% active | AID 504810 | TSHR-expressing cells, TSH-stimulated cAMP HTRF, 2 h; hits give low values;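 active means activity change below a set negative limit, meaning inhibition stronger than a set level, cut at about -70% in these data; inconclusive means activity change between two set negative limits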; further: on the % scale 0 is the no-effect control and ±100 the full control effect
#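 TSHR-expressing cells, 200/well, pre-treated with compound, then stimulated with EC80 TSH (4nM final) for 2 hours at 37 deg C. cAMP measured by competitive HTRF: anti-cAMP cryptate antibody in lysis buffer plus cAMP-d2, read after 30 minutes at room temperature.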
# MBNL1 CUG block = inhibitors of human MBNL1 binding to CUG repeat RNA | Q9NR56 | TR-FRET MBNL1-His/biotin-(CUG)12 binding, 665/545 ratio | Potency, µM (top dose mostly 57.5 µM), for the others: at the top dose activity change, negative = inhibition, usual class: inhibitors | 280,000 tested, 0.036% active | AID 2675; active means well fitted inhibition curve with a large enough effect in the signal ratio, with a control signal flat, not every such curve was filed as active; inconclusive means small, poorly fitted or top-dose-only effect, or effect the other way, or a change in a side signal; inactive means no such curve, though single readings can be large or run the other way; the % refers to the signal ratio; further: potency means the concentration at half of the fitted maximal effect; on the % scale 0 is the no-effect control and ±100 the full control effect
#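 TR-FRET between His-tagged MBNL1 and biotin-(CUG)12 RNA, detected with Tb anti-His antibody (0.055 ng/ul) and streptavidin-XL665 (5 nM), 60 min at room temperature. Compounds titrated 92 nM to 58 uM; 665/545 nm ratio normalized to buffer and complex controls.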
# Mito fusion act = blocks mitochondrial division or promotes mitochondrial fusion | 320,000 tested, 0.23% active | Potency, µM (series often up to 46.1 µM), without a hit: top-dose growth rescue (activation), usual class: activators | S. cerevisiae fusion-defective mutant growth rescue, CellTiterGlo 48 h;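 further: potency means the concentration at half of the fitted maximal effect; % of control where 0% means no effect; nearly all actives have a fitted effect of over 45% in size; temperature-sensitive fusion mutants such as fzo1-1 at 37 °C on non-fermentable ethanol glycerol medium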
#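 Read-out: ATP-based luminescence (CellTiterGlo, 10 min ambient) reporting growth of fusion-defective ts yeast after 48 hours at 37C on glycerol/ethanol YPEG medium in the presence of compound.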
# Menin MLL FP TR = inhibitors of human menin-MLL interaction, mutant MLL peptide; O00255; Menin + Texas Red MLL mutant peptide, fluorescence polarization; Potency, µM (doses to about 61.6 µM), without a hit: top-dose FP activity change, negative = inhibition, actives largely listed as inhibitors; 270,000 tested, 0.23% active; AID 1768; active means well fitted inhibition curve with a large enough effect in the polarisation, with a control signal flat, not every such curve was filed as active; inconclusive means small, poorly fitted or top-dose-only effect, or effect the other way, or a change in a side signal; inactive means no such curve, though single readings can be large or run the other way; the % refers to the polarisation; further: potency means the concentration at half of the fitted maximal effect; % of control where 0% means no effect; many of its hits are not listed in these tables
# ASM inhibitor = inhibitors of human secretory acid sphingomyelinase; P17405; placental ASM, HMU-PC fluorogenic substrate, 60 min; Potency, µM (highest dose often 57.5 µM), for inactives: at the highest dose activity change, negative = inhibition, most hits filed as inhibitors; 340,000 tested, 0.006% active; further: potency means the concentration at half of the fitted maximal effect
# Target sequence (P17405 47-631 limits assumed): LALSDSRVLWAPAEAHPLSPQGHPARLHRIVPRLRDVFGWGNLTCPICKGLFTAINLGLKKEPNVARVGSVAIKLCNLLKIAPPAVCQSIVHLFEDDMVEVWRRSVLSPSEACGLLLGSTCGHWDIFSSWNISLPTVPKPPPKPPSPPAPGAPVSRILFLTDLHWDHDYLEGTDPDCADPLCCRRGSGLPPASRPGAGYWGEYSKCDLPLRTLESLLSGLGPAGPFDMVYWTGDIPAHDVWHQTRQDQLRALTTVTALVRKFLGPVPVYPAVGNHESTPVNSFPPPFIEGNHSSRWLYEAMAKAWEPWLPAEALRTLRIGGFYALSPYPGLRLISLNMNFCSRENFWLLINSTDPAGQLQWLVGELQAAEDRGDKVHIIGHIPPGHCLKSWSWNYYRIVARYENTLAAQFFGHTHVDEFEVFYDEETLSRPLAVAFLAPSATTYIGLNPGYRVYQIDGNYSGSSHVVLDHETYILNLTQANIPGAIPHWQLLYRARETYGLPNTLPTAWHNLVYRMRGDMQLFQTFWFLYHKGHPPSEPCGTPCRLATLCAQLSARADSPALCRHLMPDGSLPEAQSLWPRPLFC
#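 Fluorogenic HMU-PC substrate (9 uM final) is turned over by placental ASM in 60 min at 37 C after a 10 min compound preincubation. Reaction ended by alkaline stop (pH 10), with fluorescence read at 386/447 nm.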
# CXXC DNA block = MLL CXXC-DNA interaction inhibition; Q03164; MLL-CXXC / FITC-HOXA9 DNA fluorescence polarization; Potency, µM (doses to about 115 µM), for the others: at the highest dose activity change, negative = inhibition, actives largely listed as inhibitors; 290,000 tested, 0.037% active; AID 2662; active means well fitted inhibition curve with a large enough effect in the polarisation, with a control signal flat, not every such curve was filed as active; inconclusive means small, poorly fitted or top-dose-only effect, or effect the other way, or a change in a side signal; inactive means no such curve, though single readings can be large or run the other way; the % refers to the polarisation; further: potency means the concentration at half of the fitted maximal effect
#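 Purified MLL-CXXC (added from a 7 uM solution) was preincubated 5 min at ambient with pinned compounds in 50 mM Tris-HCl pH 7.5, 50 mM NaCl, 1 mM DTT, 0.05% BSA. Fluorescein-labeled HOX-A9 DNA (50 nM solution) followed, 30 min, then polarization read.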
# PTAP TSG101 blk = blocks PTAP/TSG101 interaction to inhibit HIV-1 budding; Q99816; Fluorescence polarization, FITC-PTAP peptide / Tsg101 binding; Potency, µM (highest dose often 115 µM), for inactives: at the highest dose activity change, negative = inhibition, actives largely listed as inhibitors; 340,000 tested, under 10 active; AID 493005; active means well fitted inhibition curve with a large enough effect in the main read-out, with a control signal flat, not every such curve was filed as active; inconclusive means small, poorly fitted or top-dose-only effect, or effect the other way, or a change in a side signal; inactive means no such curve, though single readings can be large or run the other way; further: potency means the concentration at half of the fitted maximal effect; % of control where 0% means no effect
# Target sequence (Q99816 whole entry, looked up): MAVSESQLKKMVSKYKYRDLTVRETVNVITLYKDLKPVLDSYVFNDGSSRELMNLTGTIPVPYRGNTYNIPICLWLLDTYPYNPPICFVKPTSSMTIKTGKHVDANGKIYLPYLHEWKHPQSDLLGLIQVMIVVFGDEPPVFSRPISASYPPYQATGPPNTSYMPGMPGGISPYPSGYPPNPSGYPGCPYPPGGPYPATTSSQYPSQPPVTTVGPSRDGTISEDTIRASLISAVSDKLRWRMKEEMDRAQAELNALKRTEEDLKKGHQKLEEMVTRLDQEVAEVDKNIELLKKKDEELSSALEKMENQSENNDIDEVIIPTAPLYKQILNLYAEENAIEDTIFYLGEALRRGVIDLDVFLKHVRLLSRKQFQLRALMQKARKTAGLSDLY
#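 Tsg101 binding domain (10 uM final) was mixed with compound and a FITC-labeled PTAP peptide (50 nM final) in HEPES pH 7.5 buffer with NaCl, Tween 20, EDTA and TCEP; fluorescence polarization was read after 20 min at r.t.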
# * = called active by the depositor; i = inactive; ? = inconclusive; / = not tested or not shown; & = joins results of further samples; [ ] = another dose, or the depositor's remark. Unless noted, the call rests on the fitted dose curve; in most records, active means well fitted curve in the direction sought with a large enough effect; inconclusive means small, poorly fitted or top-dose-only effect, or another doubt; inactive means no such curve, though single readings can be large; an effect the other way counts as inactive or inconclusive. Some of the compounds tested; count on the stated rates, not on these rows.
SMILES,A-T KAP1 phos,a7 integrin act,TCR act,TSHR antagonist,MBNL1 CUG block,Mito fusion act,Menin MLL FP TR,ASM inhibitor,CXXC DNA block,PTAP TSG101 blk
OCCN(Cc1ccccc1)Cc1ccc(Cl)cc1Cl,7%,25%,-6%,10,2%,-5%,-29%,3%,-8%,-8%
Cn1c(Cc2nc(-c3cnccn3)no2)nnc1SCC(=O)Nc1ccccc1,10%,-2%,8%,19,/,2%,/,0%,-9%,0%
N#C/C(=C\c1cccc([N+](=O)[O-])c1)C(=O)NCc1ccc(Cl)cc1,14%,-61%[inhibitor],4%,-9,25%,5%,36%[activator],?,-26%,-1%
COC(=O)c1sccc1NC(=O)c1ccc(C)o1,0%,4%,-4%,12,8%,-2%,-17%,0%,2%,-12%
CCCN1C(=O)/C(=C\C=C2/Sc3ccccc3N2CCO)SC1=S,1%,-14%,11%,-4,84%[activator],1%,?,-2%,34%[activator],-4%
Cc1ccc(NC(=O)Cc2nc(CCl)cs2)cc1,-1%,-37%,8%[46.1 µM],-3,/,-2%,1%,6%,15%,-5%
O=C(Nc1ccccc1N1CCN(C(=O)c2ccc(Cl)cc2)CC1)c1cccnc1,-2%,-8%,4%,-5,-7%,2%,-3%,-1%,-1%,-5%
S=C1NNC2(CC3CC2C2CCCC32)NN1 (stereo not drawn),6%,?,0%,4,-1%,-12%,-1%,-12%,-6%,-1%
C=CCNC(=O)c1ccccc1NC(=O)Cc1ccccc1[N+](=O)[O-],-5%,9%,-8%[46.1 µM],24,1%,1%,-14%,-2%,-4%,2%
Cc1cc(C(=O)OCC(=O)Nc2ccccc2[N+](=O)[O-])c2ccccc2n1,-1%,1%,3%[46.1 µM],-5,/,1%,3%,-2%,12%,0%
CN1CCC(C2(O)c3ccccc3CSc3sccc32)CC1 (stereo not drawn),5%,-16%,-7%[46.1 µM],-9,-7%,1%,-16%,0%,3%,-2%
c1ccc(-c2ccc(SCc3cccnc3)nn2)nc1,-2%,-17%,-1%,13,-3%,3%,-21%,0%,9%,2%
O=c1[nH]ncc(N/N=C\c2ccncc2)c1Cl,3%,25%,1%,-1,?,-2%,-24%,-3%,2%,-3%
COc1ccc(N(CC(=O)N/N=C/c2ccco2)S(=O)(=O)c2ccccc2)cc1,0%,0%,1%,-2,9%,-8%,15%,-3%,6%,-17%
COc1ccc(C(C(=O)NCC2CCCO2)N(C(=O)CNC(=O)c2cccs2)c2ccccc2C)cc1OC (stereo not drawn),-2%,-5%,6%,3,-10%,3%,-1%,10%,2%,-2%
COC(=O)CNC(=O)c1ccc(C)s1,0%,-13%,-2%,2,30%,2%,-15%,1%,17%,-4%

# Entries listed so far that contain a furan ring, fused or not (2):
SMILES,A-T KAP1 phos,a7 integrin act,TCR act,TSHR antagonist,MBNL1 CUG block,Mito fusion act,Menin MLL FP TR,ASM inhibitor,CXXC DNA block,PTAP TSG101 blk
COC(=O)c1sccc1NC(=O)c1ccc(C)o1,0%,4%,-4%,12,8%,-2%,-17%,0%,2%,-12%
COc1ccc(N(CC(=O)N/N=C/c2ccco2)S(=O)(=O)c2ccccc2)cc1,0%,0%,1%,-2,9%,-8%,15%,-3%,6%,-17%

# Next compounds.
SMILES,A-T KAP1 phos,a7 integrin act,TCR act,TSHR antagonist,MBNL1 CUG block,Mito fusion act,Menin MLL FP TR,ASM inhibitor,CXXC DNA block,PTAP TSG101 blk
Oc1ccc(C2CNCc3sccc32)cc1O (stereo not drawn),-14%,/,-6%,-21&3,/,3%&-3%,-5%,8%,0%,2%
CC(Cc1ccccc1)NC(=O)c1cc([N+](=O)[O-])ccc1Cl (stereo not drawn),-2%,-43%,5%,9,/,8%,/,-1%,7%,-2%
COc1ccc(NC(=O)c2cc3c(=O)n(C)c4ccccc4c3n2C)cc1Cl,-10%,17%,-3%,-5,5%,-1%,/,4%,-2%,0%
O=C(NCc1ccccn1)c1ccc(NS(=O)(=O)c2ccccc2)cc1,0%,?,5%,9,3%,0%,-3%,1%,4%,-1%
COc1cc(-c2noc(C)c2C(=O)NCCCN2CCCC2=O)cc(OC)c1OC,-7%,-6%,-2%,9,/,/,/,4%,/,-1%
CC(C)C(OC(=O)c1cccc(S(=O)(=O)NCC(F)(F)F)c1)C(=O)NC(N)=O (stereo not drawn),2%,-53%[inhibitor],-3%,33,-4%,10%,0%,3%,-15%,1%
Cc1ccc2c(c1)S/C(=C\c1cccc[n+]1C)N2CCO,-7%,3%,-4%,-2,?,1%,7%,-2%,?,-3%
Cc1ccc(C2C3=C(CCCC3=O)Nc3nc(SCC(=O)NCc4ccco4)[nH]c(=O)c32)cc1 (stereo not drawn),1%,22%,-1%,-4,-3%,-2%,-1%,20%,-14%,2%

# Later entries.
# The line under a structure holds: A-T KAP1 phos, a7 integrin act, TCR act, TSHR antagonist, MBNL1 CUG block, Mito fusion act, Menin MLL FP TR, ASM inhibitor, CXXC DNA block, PTAP TSG101 blk
CC1=C(C)CC(C(=O)Nc2nccs2)C(C(=O)O)C1 (stereo not drawn)
→ 0%, -13%, 4%, 4, -7%, 0%, 1%, -1%, -22%, -1%
COc1ccc(C)cc1S(=O)(=O)N1CCC(C)CC1
→ 14%, 2%, 3%, 12, -4%, -7%, 3%, 5%, -7%, -4%
Cc1nc(NC(=O)C2CC2)sc1C(=O)Nc1ccc(Br)cc1
→ 0%, 3%, -12%, -6, ?, 5%, ?, -11%, 20%, -1%
CC(=O)C1=C(C)Nc2ncnn2C1c1ccc(O)cc1 (stereo not drawn)
→ -1%, 31%, 1%, 0, -5%, 8%, 17%, 22%, 8%, -7%
CN1CCc2c(sc(NC(=O)Cc3ccccc3)c2C(N)=O)C1
→ 1%, 23%, -1%, 16, -4%, -3%, -5%, 90%[activator], /, -2%
CC(=O)c1cc2c(cc1NC(=O)Nc1cccc(Cl)c1)OCCO2
→ 2%, -28%, -1%, -2, ?, 3%, 12%, 26%, 1%, -3%
COC(=O)c1[nH]c(C)c(/C(O)=C2\C(=O)C(=O)N(CCN3CCOCC3)C2c2cccs2)c1C (stereo not drawn)
→ 2%, 9%, -3%, -6, 11%, 0%, -6%, -2%, 4%, 0%
COCCNC(=O)c1onc(CSc2cccc(OC)c2)c1C(=O)O
→ 12%, 14%, -4%, 1, -7%, 2%, 2%, 6%, -3%, -1%
NS(=O)(=O)c1cccc(NC(=O)c2ccc3nc[nH]c3c2)c1
→ 3%, -10%, -1%, 0, 1%, -2%, -15%, -2%, 3%, -1%
O=C(Nc1nnc(-c2ccccc2)o1)C1CCCN1S(=O)(=O)c1cccs1 (stereo not drawn)
→ 6%, 13%, 2%, 4, /, -6%, /, 3%, /, -7%
COc1cccc(C(=O)NCC(=O)OCC(=O)Nc2cc(OC)c([N+](=O)[O-])cc2C)c1
→ -3%, 18%, 6%[46.1 µM], 9, 26%, -1%, 1%, 0%, 8%, -1%
C=CCn1c(=O)/c(=C/c2ccc(Cl)cc2)s/c1=C(\C#N)c1nnc2n1CCCCC2
→ /, 0%, 10%, /, /, /, /, -9%, /, -3%
CCOc1cc(/C=N\NC(=O)c2ccc(NC(=O)C(C)(C)C)cc2)ccc1OC(=O)c1ccc(OC)cc1
→ 2%, -13%, 7%, 4, 0%, 2%, -6%, -6%, 25%, -13%
Nc1nnnn1CC(=O)N/N=C/c1cc([N+](=O)[O-])ccc1Cl
→ -1%, -17%, 9%, 3, ?, -3%, 1%, -2%, 8%, -1%
CC(=O)Nc1ccc(Nc2nc3c(S(=O)(=O)c4ccc(C)c(C)c4)nnn3c3ccccc23)cc1
→ -5%, 5%, 2%, -10, -2%, 2%, -27%, i, 10%, 2%

# Screens: PubChem, National Center for Advancing Translational Sciences (NCATS)
